DDE Tn6 FP inh = inhibitors of Tn6 peptide binding to human fibrin DD(E) | Fibrin DD(E) TRITC-Tn6 fluorescence polarization displacement | 370,000 tested, 0.21% active | inhibition, % at 8.3 µM | P02675;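 active = inhibition above a per-campaign cutoff: mean of compounds within control limits plus 3 SD, cut at about 15% in these data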;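 note: 0% = median of all compound wells on the plate and 100% = blocking peptide control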
PLC-beta3 inh = inhibitors of human phospholipase C beta3. AID 720704. 370,000 tested, 0.18% active. inhibition, % at 12.2 µM. Purified PLC-beta3, fluorogenic substrate, fluorescence; in the data active = inhibition above about 11%;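 note: 0% = median of compound wells on plate and 100% = full blocker control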
Target sequence (Q01970 whole entry, looked up): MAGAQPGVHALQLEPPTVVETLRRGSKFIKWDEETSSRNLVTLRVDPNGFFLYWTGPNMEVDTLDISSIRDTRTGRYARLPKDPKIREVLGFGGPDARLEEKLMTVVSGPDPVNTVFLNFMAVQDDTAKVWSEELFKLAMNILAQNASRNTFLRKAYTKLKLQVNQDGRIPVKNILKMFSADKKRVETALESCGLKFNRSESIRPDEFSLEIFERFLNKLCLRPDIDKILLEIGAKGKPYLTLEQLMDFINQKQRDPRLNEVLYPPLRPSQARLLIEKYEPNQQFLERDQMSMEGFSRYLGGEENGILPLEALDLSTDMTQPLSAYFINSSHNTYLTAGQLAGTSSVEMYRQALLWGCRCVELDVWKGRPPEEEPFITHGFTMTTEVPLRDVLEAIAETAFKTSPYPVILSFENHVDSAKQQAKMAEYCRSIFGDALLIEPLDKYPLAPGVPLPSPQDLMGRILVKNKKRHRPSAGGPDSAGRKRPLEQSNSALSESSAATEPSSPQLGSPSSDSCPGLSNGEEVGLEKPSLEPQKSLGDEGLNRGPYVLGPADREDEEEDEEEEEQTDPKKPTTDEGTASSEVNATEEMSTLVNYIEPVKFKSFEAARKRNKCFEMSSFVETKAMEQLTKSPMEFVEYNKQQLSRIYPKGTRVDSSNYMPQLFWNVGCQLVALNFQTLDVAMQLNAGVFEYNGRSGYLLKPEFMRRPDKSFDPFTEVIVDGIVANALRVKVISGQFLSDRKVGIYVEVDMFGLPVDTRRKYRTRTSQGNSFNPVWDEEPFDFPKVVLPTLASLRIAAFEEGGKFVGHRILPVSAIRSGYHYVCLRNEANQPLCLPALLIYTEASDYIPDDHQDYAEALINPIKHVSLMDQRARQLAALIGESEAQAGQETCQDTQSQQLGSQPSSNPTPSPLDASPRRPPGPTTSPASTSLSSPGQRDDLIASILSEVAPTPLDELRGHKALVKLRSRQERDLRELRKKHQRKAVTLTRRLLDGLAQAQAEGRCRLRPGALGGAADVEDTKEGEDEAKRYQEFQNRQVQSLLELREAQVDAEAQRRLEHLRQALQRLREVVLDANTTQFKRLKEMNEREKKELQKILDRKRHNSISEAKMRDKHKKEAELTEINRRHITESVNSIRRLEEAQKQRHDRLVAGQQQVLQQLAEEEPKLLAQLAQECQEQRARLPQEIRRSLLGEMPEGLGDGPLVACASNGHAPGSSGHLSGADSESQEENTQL
sPLA2-III inh = Inhibits HGIII-sPLA2 liposome hydrolysis, primary screen | Q9NZ20 | QFRET BODIPY PC-A2 liposome hydrolysis, fluorescence | inhibition, % at 12.2 µM | 370,000 tested, 0.56% active;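 active = inhibition above mean plus 3 SD of compounds lying within the high and low control bounds, cut at about 19% in these data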;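 note: 0% = median of test compound wells and 100% = no enzyme DMSO wells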
DDE Tn7 FP inh = inhibitors of Tn7 peptide binding to human fibrin DD(E); P02675; FP displacement of FITC-Tn7 peptide from fibrin DD(E); 0% = median of compound wells per plate; inhibition, % at 8.3 µM; 370,000 tested, 0.13% active; AID 720508;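 active = inhibition above the mean of compounds falling within the control limits plus 3 SD of them, cut at about 14% in these data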;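 note: 0% = plate median of compound wells and 100% = 10 µM Aha-Tn7 peptide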
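Also added: labelled Tn7 tracer, 0.1 µM; Assay system: human fibrin DD(E) protein; Amount: 2 µM fibrin DD(E); Schedule: 10 min compound pre-incubation, 3 h probe incubation at room temperature; Repeats: one replicate per compound; Read-out basis: percent inhibition; Measured by: fluorescence polarization of the labelled Tn7 tracer.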
ASAP1 GAP inh = blocks human ASAP1-stimulated Arf1 GTP hydrolysis; Q9ULH1; GDP FP detection; inhibition, % at 16.5 µM; 360,000 tested, 0.19% active; in the data active = inhibition above about 25%;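 note: 0% = vehicle with enzyme and substrate and 100% = no enzyme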
PLCg1 inh = inhibitors of human phospholipase C gamma1 | 370,000 tested, 0.84% active | inhibition, % at 12.2 µM | purified PLC-gamma1, fluorogenic substrate, fluorescence | AID 720700 | P19174; in the data active = inhibition above about 9.5%
UHRF1 binding = blocks human UHRF1 binding to methylated DNA; inhibition, % at 4.4 µM; AID 687016; UHRF1 binding to methylated oligo, TR-FRET; 370,000 tested, 0.75% active; in the data active = inhibition above about 21%;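 note: UHRF1 SRA domain binding a hemimethylated CpG hairpin DNA probe; 0% = median of test compound wells and 100% = reference inhibitor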
NR1D1 modulator = Rev-erb alpha (human) modulation; P20393; Rev-erbα–FITC-DNA binding, fluorescence polarization, 90 min; activity, % at 10 µM; 370,000 tested, 0.79% active;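 active = activity above about 14%, limit read from the data; passing the limit was not always enough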;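 note: 0% = DMSO wells with 35 nM protein and 100% = DMSO wells with 750 nM protein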
KLK7 zymogen act = activators of human kallikrein-7 zymogen; activation, % at 7 µM; purified proKLK7, EDANS-DABCYL substrate fluorescence; 100% is mature enzyme control, 0% vehicle; 370,000 tested, 0.9% active; AID 652039;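 active = activation above the mean of all tested compounds plus 3 SD, computed per campaign excluding outliers beyond control limits, cut at about 13% in these data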
ARFGAP1 inhibitor = inhibits rat ARF GTPase activating protein 1 | Arfgap1-stimulated ARF1 GTP hydrolysis, GDP FP detection | inhibition, % at 16.5 µM | 360,000 tested, 0.26% active | AID 651572;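 active = inhibition above a per-plate limit, mean inhibition of low control wells plus 3 SD, cut at about 25% in these data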;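 note: 0% = DMSO wells with enzyme and 100% = wells lacking Arfgap1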
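System: truncated rat Arfgap1 GAP domain / Medium: HEPES-based buffer, pH 7.5 / Also added: N-terminally truncated human ARF1-GTP substrate / Incubation: enzyme reaction 120 min at 25 °C after 20 min preincubation / Measured by: FP of antibody-bound GDP Alexa 633 tracer, ex 620/em 688 nm / Replicates: singlicate, each compound tested once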
Active calls of the source: *; . = not tested or not shown.

Preview (12 entries):
Every second line gives: DDE Tn6 FP inh	PLC-beta3 inh	sPLA2-III inh	DDE Tn7 FP inh	ASAP1 GAP inh	PLCg1 inh	UHRF1 binding	NR1D1 modulator	KLK7 zymogen act	ARFGAP1 inhibitor
- CC1=Nc2cccc([N+](=O)[O-])c2NC(=O)C1
  0	-6	0	3	3	-1	-3	0	0.6	-6
- CCOC(=O)c1sc(NC(C)=O)c(C(=O)OCC)c1C
  7	1	-4	4	-1	-4	1	-2	0.0	3
- Cc1cccc(C(=O)OC(C)CN2CCOCC2)c1 (centres undefined)
  0	-1	-2	0	-3	-1	-2	5	-0.9	-11
- CC(=O)Nc1ccc2c(c1)nc(CCNC(=O)c1ccccc1)n2C
  0	2	6	-1	-3	3	0	-8	0.5	6
- CCN(C(=O)COC(=O)CNS(=O)(=O)c1ccc2ccccc2c1)C1CCCCC1
  -2	-3	-6	-7	-7	-2	2	1	0.2	-3
- Cc1ccc2c(c1)c(N=NC(N)=S)c(O)n2Cc1ccccc1
  -1	2	5	-8	12	-2	2	-8	0.1	6
- COc1ccc(NC(=O)CSc2nc(N)c3cc4c(nc3n2)CCCC4)c(OC)c1
  4	1	-2	-4	0	1	-2	-3	0.4	-11
- CCOC(=O)c1ccc(CSC(=N)N)o1
  -3	-6	-29	4	-3	-2	0	-4	0.2	-7
- CCc1ccc(CNC(=O)c2ccc(OC3CCN(C(=O)COC)CC3)cc2)nc1
  -1	-7	1	1	6	1	1	-4	-0.3	7
- O=C(COc1ccc(F)cc1Br)NCC1COc2ccccc2O1 (centres undefined)
  -1	-7	1	2	-1	1	-5	-3	0.4	-6
- Cc1cccn2c(=O)c(C=NCCO)c(NCc3ccco3)nc12
  4	-20	4	0	2	-15	3	3	-0.3	-14
- Cc1c(NC(=O)CCSCCc2ccccn2)cccc1[N+](=O)[O-]
  3	-4	-1	-1	1	-5	1	4	-1.0	-2

The list itself, previewed entries included:
Every second line gives: DDE Tn6 FP inh	PLC-beta3 inh	sPLA2-III inh	DDE Tn7 FP inh	ASAP1 GAP inh	PLCg1 inh	UHRF1 binding	NR1D1 modulator	KLK7 zymogen act	ARFGAP1 inhibitor
- CC1=Nc2cccc([N+](=O)[O-])c2NC(=O)C1
  0	-6	0	3	3	-1	-3	0	0.6	-6
- CCOC(=O)c1sc(NC(C)=O)c(C(=O)OCC)c1C
  7	1	-4	4	-1	-4	1	-2	0.0	3
- Cc1cccc(C(=O)OC(C)CN2CCOCC2)c1 (centres undefined)
  0	-1	-2	0	-3	-1	-2	5	-0.9	-11
- CC(=O)Nc1ccc2c(c1)nc(CCNC(=O)c1ccccc1)n2C
  0	2	6	-1	-3	3	0	-8	0.5	6
- CCN(C(=O)COC(=O)CNS(=O)(=O)c1ccc2ccccc2c1)C1CCCCC1
  -2	-3	-6	-7	-7	-2	2	1	0.2	-3
- Cc1ccc2c(c1)c(N=NC(N)=S)c(O)n2Cc1ccccc1
  -1	2	5	-8	12	-2	2	-8	0.1	6
- COc1ccc(NC(=O)CSc2nc(N)c3cc4c(nc3n2)CCCC4)c(OC)c1
  4	1	-2	-4	0	1	-2	-3	0.4	-11
- CCOC(=O)c1ccc(CSC(=N)N)o1
  -3	-6	-29	4	-3	-2	0	-4	0.2	-7
- CCc1ccc(CNC(=O)c2ccc(OC3CCN(C(=O)COC)CC3)cc2)nc1
  -1	-7	1	1	6	1	1	-4	-0.3	7
- O=C(COc1ccc(F)cc1Br)NCC1COc2ccccc2O1 (centres undefined)
  -1	-7	1	2	-1	1	-5	-3	0.4	-6
- Cc1cccn2c(=O)c(C=NCCO)c(NCc3ccco3)nc12
  4	-20	4	0	2	-15	3	3	-0.3	-14
- Cc1c(NC(=O)CCSCCc2ccccn2)cccc1[N+](=O)[O-]
  3	-4	-1	-1	1	-5	1	4	-1.0	-2
- Cn1c(=O)n(CC(=O)NCC2CCCO2)c(=O)c2c3c(sc21)COC(C)(C)C3 (centres undefined)
  -5	-3	5	-1	9	0	1	-1	0.4	-3
- COc1ccccc1CNC(=O)CN1CCC(n2cnc3cc(F)ccc32)CC1
  -10	2	0	-10	4	-2	9	2	-1.0	14
- Cc1ccc(S(=O)(=O)N(C)C[C@@H]2Oc3ncc(Br)cc3C(=O)N([C@H](C)CO)C[C@H]2C)cc1
  6	-2	14	-2	1	-1	4	-1	0.8	4
- O=C(NCCc1ccccc1)C1CC(=O)N(c2ccc3c(c2)OCCO3)C1 (centres undefined)
  4	1	-7	-1	-2	-2	1	-1	0.4	6
- CCOc1ccc(C(=O)N2CCCC2C(=O)O)cc1 (centres undefined)
  6	5	1	2	13	1	-5	-4	-0.1	-3
- Cc1n[nH]c(C)c1S(=O)(=O)N1CCC(C(=O)N2CCn3c2nc2ccccc23)CC1
  3	0	6	3	11	-2	3	3	0.3	-3
- Cn1cccc1/C=C1\SC(=Nc2ccccc2)NC1=O
  6	-12	-28	1	1	-2	-3	9	-0.3	-10
- CC1CCCN(C(=O)CNC(=O)c2ccco2)C1 (centres undefined)
  1	-6	-3	-9	10	0	0	2	-0.3	-5
- CC(OC(=O)CCCN=C1NS(=O)(=O)c2ccccc21)C(=O)Nc1ccc(F)cc1Cl (centres undefined)
  3	-1	-6	-3	13	0	2	-3	1.0	5
- O=S(=O)(Nc1ccccc1O)c1ccc(Cl)nc1
  0	-4	-8	4	-11	1	0	-2	0.2	8
- COc1ccc(C#CCN(C)/C(N)=N/C(=O)OCc2ccccc2)cc1
  -5	-3	-17	3	.	-1	-4	-3	0.3	.
- COCCCNC(=O)c1ccc2c(=O)n(Cc3ccc4c(c3)OCO4)c(=S)[nH]c2c1
  10	0	4	3	0	8	-2	12	-0.8	3
- CCCSc1nnc(CSc2nc3ccccc3s2)n1-c1ccccc1
  -1	-4	-14	6	-6	-3	0	-5	0.0	0
- Cc1ccccc1C(=O)c1cccn1CC(=O)NCCCc1ccccc1
  2	-8	2	-4	21	-3	1	3	-0.5	16
- CN(C)c1cccc(/C=C(\C#N)c2ccccc2)c1
  7	-10	5	-2	13	2	0	-2	-0.5	-3
- CN(C)C(CNC(=O)C1CCCN(C(=O)c2ccc(Cl)cc2)C1)c1ccco1 (centres undefined)
  0	-8	-2	4	1	-6	0	4	0.7	6
- COc1ccc(NC(=O)Nc2ccc3c(c2)C(=O)N([C@H](C)CO)C[C@H](C)[C@@H](CN(C)C(=O)Nc2ccc(OC)cc2)O3)cc1
  12	1	-5	0	10	2	-2	3	0.9	2
- Cc1ccc2nc(NCCC(=O)O)nc(-c3ccccc3)c2c1
  -6	-119	1	5	-11	-87	-2	-5	2.1	-3
- NC(=O)c1oc2ccccc2c1NC(=O)CN1CCCCC1
  -2	2	-2	-3	-1	1	-1	-6	0.3	4
- COC(=O)c1ccc(/C=C/C(=O)c2cccc(OC)c2)cc1
  -1	1	0	8	4	0	-3	-4	0.0	-2
- COc1ccc(C(=O)NCC(c2cccs2)N2CCc3ccccc32)cc1OC (centres undefined)
  -3	0	-12	0	5	0	-2	2	0.0	-1
- Cc1ccc(CNC(=O)CS(=O)(=O)CC(=O)O)cc1
  3	2	2	-3	9	7	0	2	-0.1	1
- CCc1nc2c(OCc3ccccc3)cccn2c1N(C)C(=O)C(C)C
  0	-2	4	7	4	1	-1	-4	0.0	2
- CC(=O)N1C(C)(C)CC(=NOC(=O)c2ccccc2)CC1(C)C
  7	6	3	-2	10	4	-1	-5	-0.5	-6
- CCc1cc[n+](-c2nc([O-])sc2C=O)cc1
  1	-67	-9	6	-7	-59	1	-3	0.7	0
- O=C(NCc1cccs1)C(=O)NCC1OCCCN1S(=O)(=O)c1ccccc1 (centres undefined)
  -5	2	1	1	17	0	-1	-4	-0.7	0
- COc1ccc(N2CCN(C(=O)CCNS(=O)(=O)c3ccc(C)cc3)CC2)cc1
  2	-8	1	-3	-15	-2	-2	-1	0.0	-5
- Cc1ccc(-n2c(SCC(=O)N/N=C/C=C/c3ccccc3[N+](=O)[O-])nc3ccccc3c2=O)cc1
  7	7	-6	-4	7	0	-1	-8	-0.4	-6
- COc1cc(OC)cc(-c2nnc(SCC(=O)NCc3cccs3)o2)c1
  3	-2	0	0	9	0	2	-1	0.2	13
- CCOc1ccc(S(=O)(=O)N2CCN(C(=O)CCC(=O)N3CCOCC3)CC2)cc1
  -2	2	1	2	-6	-1	-3	-1	0.2	-2
- O=C(c1ccc(Cl)cc1)N1CCN(c2cc(=O)[nH]nc2-c2ccccc2)CC1
  -2	0	0	-2	10	2	1	2	0.0	8
- CCn1cc(Br)c(C(=O)Nc2ccc(F)c(Cl)c2)n1
  0	0	4	7	12	-3	3	-3	0.6	-5
- O=C(NCC1CCCO1)c1ccc(C(=O)NCC2CCCO2)cc1 (centres undefined)
  0	1	-2	2	6	-1	-1	0	-0.2	-3
- Cn1nnnc1SCC(=O)N1N=C(c2cccs2)CC1c1cccs1 (centres undefined)
  2	-18	2	6	-7	-12	0	0	0.2	7
- O=C(COC(=O)c1ccccn1)NNC(=O)c1ccc(Br)cc1
  5	-6	-1	-5	17	-2	-4	-2	-0.3	-5
- COc1ccc(CNC(=O)C2CCN(c3nnc(N4CCCC4=O)s3)CC2)cc1
  9	5	4	-6	5	3	22*	-4	-0.5	3
- O=C(Nc1ccccc1N1CCOCC1)[C@@H]1O[C@H](CO)[C@H](O)[C@H](O)[C@H]1O
  5	1	6	1	14	-1	0	-2	-0.5	-12
- Cc1ccccc1-n1c(O)c(C=NC2CCS(=O)(=O)C2)c2ccccc2c1=O (centres undefined)
  -2	-27	0	-2	10	-15	-2	2	6.4	-2
- N#CCSc1nccc(/C=C/c2ccccc2)n1
  -2	-1	-5	-9	0	1	-4	2	-0.1	-1
- FC(F)(F)c1ccccc1NC(=S)Nn1cnnc1
  11	-6	-2	2	-6	1	0	-1	-0.5	7
- O=S(=O)(Cc1nnnn1-c1ccc(Br)cc1)c1ccccc1
  6	1	-40	2	3	0	-1	-9	-0.2	-7
- Cc1cccc(N2CCN(c3nnnn3-c3ccccc3)CC2C)c1 (centres undefined)
  -3	-4	-4	8	-14	-2	-2	7	0.5	3

Bioassay records as filed in PubChem.

Hits appear at their usual frequency; overall some 4.5% were active at least once.
